# SENP8 inh: SENP8 protease inhibition | Q96LD8 | purified SENP8, Z-RLRGG-aminoluciferin cleavage, luminescence | inhibition, % at 10 µM | 330,000 compounds, 1.2% hits
# HKDC1 inhibitor: blocks human hexokinase HKDC1 activity | recombinant HKDC1, G6PDH/diaphorase resazurin coupled fluorescence | inhibition, % at 20 µM | 340,000 compounds, 0.16% hits | AID 493160;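 active means inhibition above about 35% when tested at 20 µM, limit read from the data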;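 further: plate controls were DMSO wells with enzyme for no effect and DMSO wells lacking enzyme for full effect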
# Target sequence (Q2TB90 whole entry, looked up): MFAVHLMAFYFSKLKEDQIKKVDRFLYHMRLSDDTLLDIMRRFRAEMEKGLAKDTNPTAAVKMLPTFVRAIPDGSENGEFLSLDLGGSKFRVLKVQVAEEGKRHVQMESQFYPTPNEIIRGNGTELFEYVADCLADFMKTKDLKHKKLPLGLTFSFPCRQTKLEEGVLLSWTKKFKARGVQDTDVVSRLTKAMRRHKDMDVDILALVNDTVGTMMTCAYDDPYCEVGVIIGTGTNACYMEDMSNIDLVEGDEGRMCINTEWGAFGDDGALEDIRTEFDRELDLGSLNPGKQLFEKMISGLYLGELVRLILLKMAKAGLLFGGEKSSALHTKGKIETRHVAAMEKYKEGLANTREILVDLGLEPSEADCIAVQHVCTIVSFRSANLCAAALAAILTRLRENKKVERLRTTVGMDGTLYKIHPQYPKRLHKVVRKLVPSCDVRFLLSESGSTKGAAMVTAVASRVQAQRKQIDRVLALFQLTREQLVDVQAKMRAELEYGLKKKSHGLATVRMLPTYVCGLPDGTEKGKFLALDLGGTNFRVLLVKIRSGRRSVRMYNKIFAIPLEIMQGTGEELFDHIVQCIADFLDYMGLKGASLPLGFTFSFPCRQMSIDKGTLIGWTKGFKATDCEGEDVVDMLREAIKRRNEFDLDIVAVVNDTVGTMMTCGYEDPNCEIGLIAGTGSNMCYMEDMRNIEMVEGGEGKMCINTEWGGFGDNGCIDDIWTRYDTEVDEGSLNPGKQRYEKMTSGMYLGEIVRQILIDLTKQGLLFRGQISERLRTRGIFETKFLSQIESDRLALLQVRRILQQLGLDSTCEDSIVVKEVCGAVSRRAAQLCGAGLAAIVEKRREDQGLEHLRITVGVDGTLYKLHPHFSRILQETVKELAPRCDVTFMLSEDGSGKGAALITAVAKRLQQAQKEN
#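 Test system: HK5 enzyme. Quantity: 5 µg/mL HK5 final. Reagent: glucose and ATP substrates. Schedule: 90 min reaction incubation at room temperature, dark. Technique: resazurin-to-resorufin fluorescence via G6PDH and diaphorase coupling, 525/613 nm. Control set: DMSO wells with and without enzyme mix.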
# Gli-Sufu antag: antagonists of Gli-Sufu signaling | inhibition, % at 5 µM | Sufu-KO-LIGHT fibroblasts, Gli luciferase reporter luminescence | AID 588413 | 340,000 compounds, 0.74% hits;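 active means inhibition above about 55%, limit read from the data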;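 further: 0% = DMSO-treated cells and 100% = wells with medium but no cells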
# SENP7 inh: SENP7 protease inhibition; recombinant SENP7, Z-RLRGG-aminoluciferin luminescence, 40 min; inhibition, % at 5 µM; AID 434973; 330,000 compounds, 1.5% hits; Q9BQF6;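 active means inhibition above about 50% at the single test dose, limit read from the data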;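 further: plate controls were DMSO with enzyme for no effect and no enzyme buffer wells for full effect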
# UBC13 inh: blocks human UBC13 polyubiquitin chain formation | inhibition, % at 20 µM | 330,000 compounds, 0.47% hits | P61088 | TR-FRET | AID 485273; in the data active means inhibition above about 45%, passing the limit was not always enough
# 697 NFkB inh: inhibitors of the PMA/ionomycin-induced NF-kB reporter in 697 B cells; 697 B-cell NF-kB luciferase reporter, 16 h; inhibition, % at 4 µM; 330,000 compounds, 0.33% hits; in the data active means inhibition above about 35%
# Apaf1 inhib: human Apaf-1 inhibition; O14727; reconstituted apoptosome caspase-3 activity, DEVD-Rh110 fluorescence; inhibition, % at 20 µM; 330,000 compounds, 0.71% hits; AID 489030; active means inhibition of at least 40% at 20 µM;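 further: plate controls were DMSO wells for no effect and DEVD-CHO caspase inhibitor wells for full effect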
#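 System: reconstituted apoptosome with Apaf-1, cytochrome c, caspase-9, procaspase-3, dATP; Signal: Rh110 fluorescence intensity; Schedule: 30 min compound preincubation, 50 min activation, room temperature; Reagent: cytochrome c trigger plus (Z-DEVD)2-Rh110 caspase-3 substrate.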
# Jurkat NFkB inh: lowers PMA/ionomycin-induced NF-kB signal in Jurkat cells. PMA/ionomycin-induced NF-kB luciferase reporter, luminescence. inhibition, % at 4 µM. 330,000 compounds, 0.53% hits
# An asterisk follows results filed as active. Unless noted, no stated cut-off is given here; in the data, active means inhibition above about 50%; inactive means the rest.
SMILES,SENP8 inh,HKDC1 inhibitor,Gli-Sufu antag,SENP7 inh,UBC13 inh,697 NFkB inh,Apaf1 inhib,Jurkat NFkB inh
CC(O)Cc1cn(CC(=O)N2CCN(C(=O)OC(C)(C)C)CC2)nn1 (configuration not stated),2,-2,-20,-3,-1,7,-1,2
COc1ccc(Br)cc1S(=O)(=O)n1nc(C)cc1C,1,-6,-12,-7,-7,-39,1,-6
CCC(C)c1ccc(O)c(/C=N/O)c1 (configuration not stated),-1,-1,-11,-5,4,-10,8,4
CCn1c(C)nnc1SCC(=O)Nc1ccc2c(c1)OCCO2,1,-2,9,1,8,9,-2,9
NC(=O)c1ccccc1NC(=O)CSc1nc2c(c(=O)[nH]1)CCCC2,2,-3,-13,1,6,15,-1,2
COc1ccc(C(=O)Nc2nc3ccccc3s2)cc1,89*,13,-77,93*,4,-373,22,-140
COc1cc(/C=N/n2nnnc2N)cc(OC)c1OC,2,-5,-3,1,0,14,-5,-6
Cc1ccc(C)c(NC(=O)CCN2CCN(C)CC2)c1,10,-6,-11,-7,0,9,1,5
Cc1ccccc1NC(=O)CSc1ccsc1[N+](=O)[O-],-6,0,3,-8,5,17,-6,8
O=S(=O)(c1ccccc1)N1CN(Cc2ccc(F)cc2)c2nc3ccccc3nc21,-1,14,-14,6,-1,13,-4,-1
CCOc1ccc2cc(C(=O)NCc3ccccc3)c(=N)oc2c1,-17,-1,54,3,8,-12,20,-2
COc1ccc(C2CC(c3ccc(C)cc3)Nc3nc(N)nn32)cc1 (configuration not stated),-13,-4,-18,-6,-13,-7,7,-19
C=CCNC(=O)/C(=C\c1ccc([N+](=O)[O-])cc1)NC(C)=O,-2,-6,4,-12,-7,4,-6,-4
O=C(Nc1ccc(Cl)c(S(=O)(=O)N2CCCCC2)c1)c1ccco1,-1,-5,-8,9,4,-5,0,-3
COc1ccc(C(=O)N/N=C/C(Br)=C/c2ccccc2)cc1,-5,-6,4,2,3,-1,1,7
O=C(COC(=O)c1cc(Br)ccc1O)NC12CC3CC(CC(C3)C1)C2,7,-14,3,-4,4,9,-8,9
COC(=O)C1=C(O)/C(=C\c2ccc(CNC(=O)C(=O)Nc3ccc(C)cc3)o2)N=C1C,0,6,-2,-1,-13,5,9,8
CCn1c(C(=O)N2CCCC(C(=O)NCCCc3ccccc3)C2)cc2sccc21 (configuration not stated),-4,9,5,-11,12,-8,8,5
O=C(NCc1cccnc1)c1cccnc1Sc1ccc(Cl)cc1,-1,-13,2,3,8,19,-13,1
CN(C)CCCN(C(=O)c1ccc(S(=O)(=O)N2CCCCCC2)cc1)c1nc2c(F)cc(F)cc2s1,-6,4,26,-8,18,1,10,1
O=C(N(Cc1ccccc1)c1ccccn1)C12CC3CC(CC(C3)C1)C2,1,4,6,3,8,17,9,2
COC(=O)c1cc(-c2c(-c3ccc4c(c3)OCO4)noc2-c2ccsc2)cc([N+](=O)[O-])c1,-6,-3,37,-3,-3,-11,2,-14
COc1cc(Cl)cc(C2NC(=S)NC(c3ccccc3)=C2C(C)=O)c1OCC(=O)O (configuration not stated),-3,-10,-3,-8,-4,3,3,4
COc1ccccc1C(c1nnnn1Cc1ccccc1)N1CCC(C(N)=O)CC1 (configuration not stated),-6,-3,1,0,11,5,2,2
COc1ccc(CNC(=O)c2ccc(Cn3nc(C)cc3C)o2)cc1,-5,-4,2,-2,-2,0,-4,7
Cc1ccc2nc3c(c(C(=O)OC4CCOC4=O)c2c1)CCCC3 (configuration not stated),3,1,1,2,17,4,-5,1
Cn1cccc1-c1cc(C(=O)N2CCc3c([nH]c4ccccc34)C2c2ccccn2)[nH]n1 (configuration not stated),-8,5,7,-5,-11,9,20,5
Nc1nc2n(n1)C(c1ccc(F)cc1)CC(c1ccc(F)cc1)N2 (configuration not stated),-12,5,-19,-9,-10,-1,9,-2

# No new results follow: an excerpt of the list.
SMILES,SENP8 inh,HKDC1 inhibitor,Gli-Sufu antag,SENP7 inh,UBC13 inh,697 NFkB inh,Apaf1 inhib,Jurkat NFkB inh
C=CCNC(=O)/C(=C\c1ccc([N+](=O)[O-])cc1)NC(C)=O,-2,-6,4,-12,-7,4,-6,-4
O=C(Nc1ccc(Cl)c(S(=O)(=O)N2CCCCC2)c1)c1ccco1,-1,-5,-8,9,4,-5,0,-3
COc1ccc(C(=O)N/N=C/C(Br)=C/c2ccccc2)cc1,-5,-6,4,2,3,-1,1,7
O=C(COC(=O)c1cc(Br)ccc1O)NC12CC3CC(CC(C3)C1)C2,7,-14,3,-4,4,9,-8,9
COC(=O)C1=C(O)/C(=C\c2ccc(CNC(=O)C(=O)Nc3ccc(C)cc3)o2)N=C1C,0,6,-2,-1,-13,5,9,8
CCn1c(C(=O)N2CCCC(C(=O)NCCCc3ccccc3)C2)cc2sccc21 (configuration not stated),-4,9,5,-11,12,-8,8,5
O=C(NCc1cccnc1)c1cccnc1Sc1ccc(Cl)cc1,-1,-13,2,3,8,19,-13,1
CN(C)CCCN(C(=O)c1ccc(S(=O)(=O)N2CCCCCC2)cc1)c1nc2c(F)cc(F)cc2s1,-6,4,26,-8,18,1,10,1
O=C(N(Cc1ccccc1)c1ccccn1)C12CC3CC(CC(C3)C1)C2,1,4,6,3,8,17,9,2
COC(=O)c1cc(-c2c(-c3ccc4c(c3)OCO4)noc2-c2ccsc2)cc([N+](=O)[O-])c1,-6,-3,37,-3,-3,-11,2,-14
COc1cc(Cl)cc(C2NC(=S)NC(c3ccccc3)=C2C(C)=O)c1OCC(=O)O (configuration not stated),-3,-10,-3,-8,-4,3,3,4
COc1ccccc1C(c1nnnn1Cc1ccccc1)N1CCC(C(N)=O)CC1 (configuration not stated),-6,-3,1,0,11,5,2,2
COc1ccc(CNC(=O)c2ccc(Cn3nc(C)cc3C)o2)cc1,-5,-4,2,-2,-2,0,-4,7
Cc1ccc2nc3c(c(C(=O)OC4CCOC4=O)c2c1)CCCC3 (configuration not stated),3,1,1,2,17,4,-5,1
Cn1cccc1-c1cc(C(=O)N2CCc3c([nH]c4ccccc34)C2c2ccccn2)[nH]n1 (configuration not stated),-8,5,7,-5,-11,9,20,5
Nc1nc2n(n1)C(c1ccc(F)cc1)CC(c1ccc(F)cc1)N2 (configuration not stated),-12,5,-19,-9,-10,-1,9,-2

# No enrichment for hits; about 3.6% have a hit in one of these screens.
